M1 ag – M1 muscarinic receptor agonists, primary screen, CHO-M1 cells, Fluo-4 calcium, agonist mode; B-score at 10 µM; AID 626, 2007; Muscarinic acetylcholine receptor M1; 64,000 tested, 3% active; Fluo-4 calcium fluorescence; active compounds read high;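 active = fluorescence rise, raw or as B-score row- and column-corrected plate score, outside the 99.7% band of its plate's samples, either direction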
Her2 expr inh – inhibitors of Her2 protein expression, primary screen, SKBR-3 cells, AlphaScreen, 66K library; HER2 level % of control, % at 10 µM; 65,000 tested, 0.69% active; SKBR-3 HER2 protein level, 18-24 h; active compounds read low; Receptor tyrosine-protein kinase erbB-2 (Homo sapiens), P04626;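 active = HER2 level under 5% of the carrier-only control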;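 note: 100% = DMSO carrier and 0% = 500 nM PU-H71 HSP90 inhibitor; lower value means stronger loss of Her2 protein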
NADH enzymes – inhibitors of PK/LDH coupling enzymes, profiling panel, artefact control, biochemical, MLSMR library; coupled PK/LDH NADH assays, four targets; IC50, µM (highest dose often 10 µM), without a hit: top-dose inhibition; 65,000 tested, 0.02% active;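 active = single-dose screening hits from any of four coupled enzyme assays that gave an IC50 when retested across doses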;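 note: the DPM-DC format reads NADH fluorescence rather than 340 nm absorbance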
M1 antag – antagonists of rat M1 muscarinic receptor; Muscarinic acetylcholine receptor M1 (Rattus norvegicus), P08482; CHO-M1 cells, Fluo-4 calcium, ACh EC80 antagonist mode; active compounds read low; B-score at 10 µM; 64,000 tested, 3.4% active; AID 628, 2007;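 active = calcium fluorescence response, raw or row-and-column corrected B-score, differing from the plate sample mean either way at a set confidence level, mostly lower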
Target sequence (P08482 whole entry, looked up): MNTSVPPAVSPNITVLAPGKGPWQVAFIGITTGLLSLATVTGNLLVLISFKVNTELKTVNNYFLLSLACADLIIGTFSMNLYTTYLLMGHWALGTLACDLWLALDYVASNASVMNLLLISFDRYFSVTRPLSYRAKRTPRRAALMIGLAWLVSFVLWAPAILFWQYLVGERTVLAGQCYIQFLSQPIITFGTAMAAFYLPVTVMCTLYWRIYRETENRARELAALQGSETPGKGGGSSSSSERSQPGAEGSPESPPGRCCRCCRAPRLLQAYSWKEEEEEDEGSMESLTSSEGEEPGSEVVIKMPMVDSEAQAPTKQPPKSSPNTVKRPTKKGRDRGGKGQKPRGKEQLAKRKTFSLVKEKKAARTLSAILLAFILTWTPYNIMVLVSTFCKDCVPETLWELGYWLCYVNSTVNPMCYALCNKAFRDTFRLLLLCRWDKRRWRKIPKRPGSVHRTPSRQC
Autofluor 339 – intrinsic fluorescence of library compounds, ex339/em460 – biochemical, MLSMR library, data from DPM-DC assay, artefact control, profiling panel. fluorescence fold increase at 10 µM. AID 709, 2007. compound autofluorescence, ex339/em460 nm, NADH buffer; active compounds read high; 1 = no-compound wells, NADH background. 65,000 tested, 5.5% active;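 active = at 10 µM, mean starting fluorescence two-fold or more over control wells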;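 note: signal is the first read of a kinetic run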
Ec RNAP inh – E. coli RNAP inhibitors, biochemical | E. coli RNA polymerase, fluorescence transcription assay | 62,000 tested, 0.2% active | DNA-directed RNA polymerase subunit beta (Escherichia coli (strain K12)), P0A8V2 | inhibition, %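 (tested at 10 µM)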; in the data active = inhibition above about 20%;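 note: 0% = enzyme without compound and 100% = no enzyme blank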
Hsp90 inh – tumor Hsp90 inhibitors, primary screen, cell lysate, fluorescence polarization, NCI-N417 lysate | AID 429, 2006 | inhibition, % at 30 µM | 64,000 tested, 0.35% active | Cy3B-geldanamycin FP displacement;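 active = inhibition above 50%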;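 note: 0% = tracer plus lysate wells and 100% = tracer alone without lysate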
HTR1A agonist – human 5-HT1a receptor agonists, primary screen, cell-based, CHO, Ga15 NFAT-bla reporter. CHO 5-HT1a Ga15 NFAT-bla reporter, FRET ratio; 0% basal, 100% maximal reference agonist. activation, % at 10 µM. 65,000 tested, 0.56% active. AID 567, 2006;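 active = activation above the screen-wide mean activation plus 3 SD, cut at about 19% in these data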;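 note: 0% = DMSO wells and 100% = 5-CT at EC100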
Target sequence (P08908 whole entry, looked up): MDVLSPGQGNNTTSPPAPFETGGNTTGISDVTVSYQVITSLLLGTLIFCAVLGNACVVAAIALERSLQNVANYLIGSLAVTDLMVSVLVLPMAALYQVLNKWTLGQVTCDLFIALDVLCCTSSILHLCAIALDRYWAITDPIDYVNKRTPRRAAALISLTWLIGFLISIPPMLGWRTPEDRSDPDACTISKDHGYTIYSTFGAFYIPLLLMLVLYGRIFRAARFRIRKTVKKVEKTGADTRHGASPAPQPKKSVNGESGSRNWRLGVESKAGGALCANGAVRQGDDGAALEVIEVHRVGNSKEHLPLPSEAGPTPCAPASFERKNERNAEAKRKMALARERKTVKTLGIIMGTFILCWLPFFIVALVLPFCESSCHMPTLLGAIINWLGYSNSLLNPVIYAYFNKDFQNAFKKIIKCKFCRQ
D1 mod – D1 CRE-luciferase signal change, two-sided – cell-based, HEK293 D1, dopamine EC30, D1 allosteric modulator project, primary screen | D(1A) dopamine receptor (Homo sapiens), P21728 | dopamine EC30 potentiation; actives deviate in either direction | B-score at 10 µM | 58,000 tested, 5.9% active | AID 641, 2007;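 active = luminescence count or its row- and column-corrected plate score outside the 99.7% band of the plate's sample wells, on either side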
The depositor's hits bear a star; / = no result given; [ ] = remark or other dose.

Compound	M1 ag	D1 mod	M1 antag	Ec RNAP inh	HTR1A agonist	Hsp90 inh	Autofluor 339	Her2 expr inh	NADH enzymes
C=CCN(CC=C)C(=O)Nc1cc(Cl)ccc1OC	0.77	/	-0.2	5	-2.2	-1	1	101	3%
O=C(Cc1cccs1)N1CCN(c2nc(-c3ccc(Cl)cc3)cs2)CC1	3.5*	0.11	0.47	8	2.7	3	1	67	4%
CC(C)(C)c1ccc(-c2noc(CCC(N)=O)n2)cc1	-0.5	-3.5*	-0.31	2	-2.7	-5	1.1	98	2%
O=C(Nc1cccc(Cl)c1)N(CCN1CCOCC1)Cc1cccc(Cl)c1	1	0.77	-2.4*	3	-0.4	-2	1.1	106	5%
CCc1c(C)nc2ncnn2c1Nc1ccc(C#N)c(Cl)c1	0.078	-0.46	0.61	4	-2.8	1	1.1	90	6%
CCOC(=O)CNc1c(-c2ccc(Cl)cc2)nc2cnccn12	0.7	-1.6	-0.81	-18	1.0	0	4.9*	85	10%[fluoresces]
COC(=O)c1nnn(-c2ccccc2)c1N	-0.55	0.13	-0.072	7	-0.6	2	1	103	2%
CC(C)=CC/C=C1\CCC(C(=O)O)C(C(=O)O)C1 (centres undefined)	-0.14	-1.1	-14*	12	-2.7	-4	1	137	3%
CCn1nnc(-c2ccccc2NC(=O)c2ccc(-n3cnnn3)cc2)n1	-0.77	1.4	0.03	6	0.5	-1	1.2	97	5%
Cc1cc(C)nc(SCc2nnc(SCC(=O)Nc3cc(C(F)(F)F)ccc3Cl)o2)n1	/	0.15	/	8	-0.6	0	1.1	104	3%
CC1C=CC(C)C(C(=O)O)C1C(=O)O (centres undefined)	-1.2	-0.54	-1.2	1	0.1	-3	1.1	132	2%
Cc1nc(COC(=O)c2c(C)nn(-c3ccccc3)c2C)cs1	0.58	6.9*	-0.11	4	-0.4	-3	1.1	70	6%
CC1CCN(C(=O)c2ccc(COc3ccccc3Cl)o2)CC1	0.35	-0.091	0.023	1	-3.5	-1	1	85	3%
CCOC(=O)c1sc2nc(-c3ccco3)c3c(c2c1N)CC(C)(C)OC3	-1.4	4*	0.08	3	0.1	-9	2	49	11%
Cc1ccc(NCc2nnc(SCC(=O)NCCc3ccccc3)n2C)cc1	-0.053	-0.68	0.3	11	-3.8	-3	1	101	7%
Cc1cccc(-n2ncc3c(NCCc4ccc(S(N)(=O)=O)cc4)ncnc32)c1	-1.6	-6.9*	0.093	6	-0.1	-1	1.1	68	3%
COC(=O)C1=CNC=C(C(=O)OC)C1c1ccc(Cl)cc1	-1.2	-2.1	-0.71	-14	9.6	-8	3.8*	79	2%[fluoresces]
COc1cc2cc(C(c3nnnn3C3CCCC3)N3CCc4ccccc43)c(=O)[nH]c2cc1OC (centres undefined)	-1.7	-0.72	0.72	12	-0.9	2	1.5	85	8%
Cc1cccc(-c2nc(CS(=O)CC(=O)NCC3CCCO3)c(C)o2)c1 (centres undefined)	-1.4	/	-0.23	3	-0.9	-1	1.1	108	4%
Cc1onc(-c2ccccc2Cl)c1C(=O)NCC1CCCO1 (centres undefined)	0.49	/	0.05	4	-3.0	-2	1.1	102	3%
Cc1cccc(NC(=O)CCn2ccnc2C)c1	-0.21	-1.6	0.014	7	-0.9	-1	1	86	1%
O=C(CSc1nc2ccccc2[nH]1)Nc1cc(C(F)(F)F)ccc1N1CCOCC1	0	4*	0.22	11	1.5	-2	1.1	83	6%
CCCn1c(C)cc(=O)c2cc(NC(=O)c3cnccn3)ccc21	/	0.59	/	4	-0.6	-3	1.1	93	4%
OC1(c2cccnc2)CCN(Cc2nnnn2C2CCCCC2)CC1	-0.36	0.3	0.0044	0	0.0	0	1.1	81	4%
COc1cccc(-c2nnc(SCC(=O)OC(C)C)n2Cc2ccco2)c1	-0.082	-0.17	-0.35	4	-4.1	-2	1.1	104	2%
O=C1c2ccccc2C(=O)N1CCCCSc1nnc2ccccn12	0.28	0.24	0.074	-2	-1.9	-1	1.2	185	1%
COC(=O)c1c(C)[nH]c(C(=O)OCc2ccc(F)cc2)c1C	0.084	1.3	1	/	1.8	1	1.1	168	1%
CC(C)C(c1nnnn1CCc1ccccc1)N1CCN(C(=O)c2ccco2)CC1 (centres undefined)	0.038	-1.2	0.2	/	-2.4	-2	1.1	104	7%
COc1ccccc1NC(=O)C1CC(=O)OC1c1ccccc1 (centres undefined)	-0.48	-0.71	-0.1	3	-3.6	-1	0.88	80	5%
O=c1[nH]c(=O)n(C2CCCO2)cc1Br (centres undefined)	-1.1	0.19	-1.1	10	0.8	-4	1.1	122	2%
C=CCSc1nc2c(c(=O)[nH]c(=O)n2C)n1CC	-0.0095	3.4	-1.1	6	-0.8	-1	1	101	3%
COc1cc(-c2nc(N)n[nH]2)cc(OC)c1OC	0.46	0.42	0.74	10	-3.8	-6	1	217	8%
CNc1nc(SCC(=O)OC)nc(N2CCOCC2)n1	-0.77	/	0.98	5	0.6	/	1.1	191	6%
CCOC(=O)c1oc2c(CN3CCN(C)CC3)c(O)ccc2c(=O)c1-c1ccccc1OC	0.87	1.7	0.81*	-3	0.0	-2	0.97	95	1%
Cc1cc(C)n(-c2nc3nonc3nc2-n2nc(C)cc2C)n1	-0.051	0.35	1.1	0	-3.4	-3	1.1	53	3%
CS(=O)(=O)c1ccc2nc(NC3(C(F)(F)F)N=C4SCCN4C3=O)sc2c1 (centres undefined)	-0.74	-0.43	-0.016	3	0.0	-2	1.1	110	2%
Cc1cc2ccccc2n1CCNC(=O)c1cccs1	-0.074	-0.47	-0.11	4	-2.8	14	1.1	59	2%
COCCn1nnnc1C(c1cc2c(C)cc(C)cc2[nH]c1=O)N1CCCCCC1 (centres undefined)	-1.1	/	0.52	-3	-1.8	0	1.4	107	8%
CCn1c(SCC(=O)Nc2ccc3c(c2)OCCO3)nnc1-c1ccccn1	-0.7	-0.42	0.62	5	-4.4	-5	1.1	75	4%
CCN(CC)C(=O)Cn1cnc2ccccc2c1=O	0.76	-0.68	-0.0098	1	-2.7	3	1.1	103	0%
CCOc1ccc(-c2nnc(SCC(=O)N3CCN(c4ccccc4)CC3)o2)cc1	-0.53	-0.011	-0.26	6	-1.0	-2	1.1	103	4%
c1cn2cc(-c3ccc4c(c3)OCO4)nc2s1	0.44	-3.6	0.15	10	-1.2	/	1.1	110	1%
O=C(c1ccc2c(c1)OCO2)N(c1ccc(Cl)cc1)C1C=CS(=O)(=O)C1 (centres undefined)	0.052	-1.6	0.89	6	-1.1	0	1.1	113	7%
O=C(c1ccc2c(=O)n(-c3ccccc3)c(=O)[nH]c2c1)N1CCCCC1	0.37	-0.63	-0.48	7	-1.4	-6	1.6	135	2%
COc1cc(C2NC(=O)NC(O)(C(F)(F)F)C2C(=O)c2cccs2)ccc1O (centres undefined)	-1.1	0.15	-0.86	5	-3.2	-3	1.1	113	9%

Three entries out of the list above, sorted by the number in M1 ag, lowest first.
molecule | M1 ag
CCn1c(SCC(=O)Nc2ccc3c(c2)OCCO3)nnc1-c1ccccn1 | -0.7
CCN(CC)C(=O)Cn1cnc2ccccc2c1=O | 0.76
CCOC(=O)c1oc2c(CN3CCN(C)CC3)c(O)ccc2c(=O)c1-c1ccccc1OC | 0.87

Continued.
Compound	M1 ag	D1 mod	M1 antag	Ec RNAP inh	HTR1A agonist	Hsp90 inh	Autofluor 339	Her2 expr inh	NADH enzymes
COc1ccc(N(C(=O)Cn2nnc3ccccc32)C(C(=O)NCc2ccco2)c2cccnc2)cc1 (centres undefined)	-0.77	-0.33	-0.011	-8	5.3	-1	1.1	97	7%
COc1ccc(C(=O)Cn2nnc(-c3ccc(N4CCOCC4)cc3)n2)cc1OC	0.13	0.76	0.27	0	-1.0	-3	1.1	162	5%
CCOc1ccc(Cn2c(SCCCCC#N)nc3c2c(=O)n(C)c(=O)n3C)cc1OCC	-1.7	10*	-2.5	2	4.7	-1	1.1	77	2%
Cc1cc2cc(CNC(=O)CC(C)C)ccc2n1C	-1.1	0.56	0.053	-1	-2.6	-2	1.1	106	7%
COC(=O)C1=C(C)N=C2SCCC(=O)N2C1/C=C/c1ccccc1 (centres undefined)	0.59	0.25	-4.5*	2	-2.1	0	1.1	118	4%
O=C(NC(=O)c1ccc(Cl)c(Cl)c1)OC1CCS(=O)(=O)C1 (centres undefined)	-0.98	-1	-0.026	1	-1.6	1	1.1	106	6%
CCCc1nnc(NC(=O)CCCC(=O)O)s1	0.18	-0.012	-0.084	2	-2.2	-6	1.1	87	6%
COc1cccc(CNC(=O)c2ccccc2N)c1	-0.17	0.59	-0.33	1	-1.9	-7	3.9*	64	6%[fluoresces]
CCOC(=O)N1CCN(C(=O)Cn2ncn3nc(-c4cccs4)cc3c2=O)CC1	0.59	-0.081	0.0013	1	-4.0	-2	1.2	69	9%
CCOC(=O)N1CCC(NC(=O)C2CCN(S(=O)(=O)N3CCC(C)CC3)CC2)CC1	0.0082	-1.6	-0.25	7	1.7	3	1	109	6%
O=C(CN1C(=O)NC2(CCCc3ccccc32)C1=O)N1CCc2ccccc2C1 (centres undefined)	-0.43	0.58	0.24	6	-0.1	-8	1.1	78	1%
Cc1ccc(S(=O)(=O)c2nc(-c3ccccc3)oc2NCc2cccnc2)cc1	0.48	3.7	0.052	3	-3.6	-1	1.2	95	8%
Cc1nn(Cc2ccccc2)c2sc(C(=O)N3CCN(Cc4ccc5c(c4)OCO5)CC3)cc12	2	-1.2	-1.3	4	4.9	-3	1.1	64	4%
CC1(C)CC(=O)c2cnc(NC(=O)c3ccco3)nc2C1	-0.058	0.16	-0.0025	-9	-1.2	1	1.1	130	1%
Cc1cc(C)c(NC(=O)CN2C(=O)NC3(CCCCC3)C2=O)c(Cl)c1	0.49	-1.6	-0.64	8	0.3	-4	0.99	144	8%
CC(C)(C)Cc1nnc(NS(=O)(=O)c2ccc(F)cc2)s1	-0.066	0.69	0.42	11	0.3	1	1.1	107	1%
O=C(Nc1ccccc1C(F)(F)F)N1CCC(n2c(=O)[nH]c3ccccc32)CC1	-0.48	0.049	0.96	1	0.0	-2	1.1	90	2%
CCCCNC(=O)Cn1c(=O)n(C)c2ccccc21	0.76	-0.13	-0.76	3	-1.2	-1	1.1	100	2%
COc1cc2c(cc1OC)C(c1cccs1)CC(=O)N2 (centres undefined)	0.11	/	-1.5	2	-3.6	-5	1.1	109	7%
C=CCN1CN(S(=O)(=O)c2cccs2)c2nc3ccccc3nc21	-0.68	6*	0.04	7	0.3	-1	1.4	108	6%
CCCS(=O)(=O)N1CCC(C(=O)NCc2ccccc2Cl)CC1	-0.2	-0.16	-0.15	3	2.5	-2	1.1	105	2%
CCn1c(=O)c(C(=O)NCc2ccccn2)c(O)c2ccccc21	/	0.8	/	3	-2.2	-4	1.1	73	3%
COc1ccc(Br)cc1C1N2CC3(C)CN1CC(C)(C2)C3=O (centres undefined)	-0.043	0.044	0.76	7	-2.0	1	0.63	/	2%

Source: PubChem BioAssay (several laboratories)
